# Compound activity deposited in PubChem by several laboratories.
# Dynein transport = dynein cargo transport inhibition | z-score, hits read low | 3617.4 mouse cells, GR-EGFP nuclear translocation imaging; test concentration mostly 20 µM; stimulated with dexamethasone, 1 µM; active compounds read low | actives 0.47% (n = 220,000) | AID 1381;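 active = plate z-score of nuclear minus cytoplasmic receptor signal below a set negative limit, without overly bright fluorescence or cell loss, cut at about -3.5 in these data, passing the limit was not always enough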;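 note: z-score of nuclear minus cytoplasmic ring GR-EGFP intensity difference per well; some compounds called inactive have numbers as strong as hits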
#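 Buffer or medium: tetracycline-free induction medium containing charcoal-stripped FBS / Reagent: dexamethasone agonist, 1.0 µM final, for 30 min / Technique: automated 10x imaging of fixed Hoechst-stained cells / Times: induction 48 h, compound 1 h, agonist 30 min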
# PhoP inhibition = PhoP-dependent GFP reporter repression – Salmonella Typhimurium, primary screen (AID 1863) | one-dose inhibition, % at 50 µM; IC50 in µM for titrated hits | S. Typhimurium PhoP-regulated promoter GFP reporter, 4 h; higher % means a stronger effect | actives 0.16% (n = 300,000);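 active = inhibition over 29.93%, a cutoff 3 SD above the screen mean, later confirmed by dose response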;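 note: 0% = low Mg2+ inducing control and 100% = high Mg2+ repressing control; strong numbers were not always called active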
# Ins promoter up = MIN6 insulin promoter up-regulation; MIN6 insulin promoter-GFP reporter, high-content imaging; active compounds read high; z-score at 5 µM; actives 0.3% (n = 190,000);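 active = z-score above 3 at 5 µM with at least 500 cells counted in the well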
# ER stress rescue = protection against thapsigargin-triggered cell killing – 384-well, CSM14.1, ATP luminescence, primary screen (AID 1222); CSM14.1 thapsigargin-induced death rescue, ATP luminescence; higher % means a stronger effect; cellular ATP content (survival), % at 20 µM; hits with a dose series show EC50 in µM; 190,000 tested, under 10 active;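 active = EC50 below 50 µM in the dose-response confirmation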;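 note: death triggered by thapsigargin at about 15 µM added after 2 h compound pretreatment; cell ATP read after overnight thapsigargin exposure of roughly 18 to 22 hours; normalized against plate controls of thapsigargin alone and 5% DMSO vehicle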
# Lipid droplet = hepatic lipid droplet formation modulation | AML12 mouse hepatocytes, oleate lipid droplets, BODIPY imaging | inhibition, % at 6.5 µM | actives 0.4% (n = 240,000) | AID 1656;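 active = lipid droplet intensity inhibited by at least 50%, with more than 500 cells counted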
#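 Assay system: AML12 hepatocytes (mouse); Probe or stimulus: oleic acid at 100 µM to induce lipid droplet formation; Dosing: compound at 6.5 µM only; Schedule: compound with oleate, overnight; Detection: fluorescence imaging, 20x objective, two fields per well; Measure: % inhibition of lipid droplet signal.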
# bCat nuc transl = beta-catenin nuclear translocation modulation; HeLa beta-catenin nuclear translocation, immunofluorescence imaging; nuclear translocation activity, % at 5 µM; actives 0.3% (n = 190,000);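 active = nuclear translocation activity above 50% at 5 µM, with a well cell count of 50 or more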;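 note: per-cell ratio of nuclear to cytoplasmic median beta-catenin stain intensity; plate controls were DMSO negative control for no effect and GSK-3 inhibitor IX positive control for full effect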
#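 test system = HeLa cells, endogenous beta-catenin | dosing = single 5 µM dose plus 0.02–20 µM confirmation series | times = compound treatment 24 h, 37°C, 5% CO2 | technique = beta-catenin immunofluorescence imaging with DAPI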
# T cell HTS = T cell immune modulation candidate; 2C CD8+ T cell-vesicle binding, flow cytometry; active compounds read low; calls only at 7 µM; actives 0.068% (n = 330,000); AID 2052;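 active = response, share of CD8 T cells binding vesicles, and their 90th percentile fluorescence all below set limits, cut at about 80% in these data, passing the limit was not always enough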
#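 System: murine 2C transgenic CD8+ T lymphocytes; also added: QL9-loaded Drosophila micro-vesicles; times: binding 1.5 h at 37 °C; measured by: flow cytometry, PE anti-B7-1 (FL2) versus Alexa647 anti-CD8 (FL8), PFA-fixed; control set: Peptide-free naked vesicles (low) and QL9 vesicles with 0.7% DMSO vehicle (high)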
# MT stabilize HCS = stabilizes microtubules in HeLa cells; actives 0.83% (n = 200,000); % tubulin-high responders, % at 10 µM; HeLa tubulin immunostaining HCS, 24 h; share of cells brighter than vehicle mean+2SD;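 active = plate Z-score above 3 for both tubulin-high and condensed-nucleus cell shares, with cell loss under 80%, at 10 µM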;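 note: anti alpha tubulin signal scored within the nucleus-defined area of each cell; some results filed as inactive read as strong as hits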
# Autophagy mod = modulators of autophagy. calls only at 10 µM (by protocol). actives 0.98% (n = 190,000). MEF GFP-LC3 puncta imaging; test concentration mostly 10 µM;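 active = percentage of spot-positive cells more than 3 SD above its plate mean, without a fluorescence outlier flag or 80% toxicity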;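 note: spot-positive cell cutoff set from DMSO-treated cells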
# Dynein transport cytoplasmic EGFP = second read-out of Dynein transport, no call of its own (marks repeat the call); z-score; measured here: cytoplasmic GR-EGFP intensity; active compounds read high
# Dynein transport nuclear GR-EGFP = recorded beside Dynein transport, whose call it bears; z-score; measured here: nuclear GR-EGFP intensity;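 lower value marks the stronger effect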
# Dynein transport cell count = recorded beside Dynein transport, whose call it bears; z-score; measured here: cell count per field
# Ins promoter up cell count = second read-out of Ins promoter up, no call of its own (marks repeat the call); cell count; measured here: cytotoxicity, nuclei count;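 total cells summed across four imaged fields per well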
# Lipid droplet cells 6.5 µM = also measured in Lipid droplet; calls as there; cell count; measured here: cell count, cytotoxicity flag;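 cells counted across two imaged fields per well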
# bCat nuc transl cell count 5 µM = also measured in bCat nuc transl; calls as there; cell count; measured here: cell count, cytotoxicity flag
# T cell HTS vesicle-bound % = second read-out of T cell HTS, no call of its own (marks repeat the call); double positive events, %; measured here: CD8+ vesicle-bound cell fraction;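 binding gate set so that unloaded-vesicle control wells show 10% double positive cells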
# MT stabilize HCS Hoechst-high % = recorded beside MT stabilize HCS, whose call it bears; % Hoechst-high responders; measured here: nuclear condensation Hoechst responders;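 share of cells brighter than vehicle mean plus two SD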
# MT stabilize HCS cytotoxicity % = recorded beside MT stabilize HCS, whose call it bears; toxicity, %; measured here: cytotoxicity by cell density;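 0% = mean cell density of plate MIN control wells and 100% = no cells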
# Autophagy mod cell loss 18 h = also measured in Autophagy mod; calls as there; toxicity, %; measured here: cell loss, nuclei count;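 cell loss after 18 h compound exposure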
# Numbers without * were called inactive; i = inactive; nt = not tested or not shown.
SMILES,Dynein transport,Dynein transport cytoplasmic EGFP,Dynein transport nuclear GR-EGFP,Dynein transport cell count,PhoP inhibition,Ins promoter up,Ins promoter up cell count,ER stress rescue,Lipid droplet,Lipid droplet cells 6.5 µM,bCat nuc transl,bCat nuc transl cell count 5 µM,T cell HTS,T cell HTS vesicle-bound %,MT stabilize HCS,MT stabilize HCS Hoechst-high %,MT stabilize HCS cytotoxicity %,Autophagy mod,Autophagy mod cell loss 18 h
NNC(=O)CN1C(c2ccccc2)=Nc2ccc(Br)cc2C1c1ccccc1 (stereo unspecified),0.02,-0.32,0.17,0.017,-6%,0.16,1313,-0.4%,-8,663,2.3,1036,i,7,4.1,2.9,4.0,i,8
O=c1c2ccccc2c(C=NCc2ccccn2)c(O)n1-c1ccccc1Cl,-0.37,-0.2,-0.22,-0.2,1%,-0.05,1300,2.5%,-5,693,-1.4,1096,i,30,4.8,1.4,4.1,i,7
O=C(N/N=C/c1cn(-c2cccs2)nc1-c1ccccc1)c1ccccc1O,2.7,-0.36,2.3,0.1,16%,-0.61,968,-8.9%,15,591,0.7,471,i,17,2.3,1.3,7.7,i,31
COc1ccc(N(CC(=O)NC2CCCC2)C(=O)c2ccc(N3CCCCC3)nc2)cc1,-0.71,0.044,-0.35,0.62,10%,0.39,1192,-0.5%,nt,nt,-6.2,933,i,39,1.6,1.6,12,i,15
Cc1occc1C(=O)O/N=C(\N)c1ccc(Cl)cc1,-1.4,1.9,-0.092,-0.0057,5%,nt,nt,nt,5,738,0.4,1324,i,29,nt,nt,nt,nt,nt
Cn1c(CCc2ccccc2)nnc1SCC(=O)N1CCCC1,0.36,-0.16,0.96,-0.097,0%,1.8,1137,nt,-3,701,-0.2,1052,i,34,3.5,1.5,5.1,i,-2
S=C(NCc1ccc(Cl)cc1)Nc1ccccc1Cl,0.49,-0.25,0.36,-0.1,-4%,0.58,1364,1.0%,-2,354,-1.7,816,i,34,3.2,2.1,7.5,i,5
O=C(O)C1CCc2sc3[nH]c(=S)n(-c4ccccc4)c(=O)c3c21 (stereo unspecified),0.0099,-0.28,0.051,0.48,-14%,0.13,1028,nt,-5,726,0.6,1344,i,38,nt,nt,nt,nt,nt
CC1(C)Cc2nc3sc4c(OCc5ccccc5)ncnc4c3cc2CO1,-0.22,-0.16,-0.34,0.12,-6%,0.01,1249,-1.5%,nt,nt,-2.1,1392,i,58,1.3,1.6,9.7,i,2
CCOC(=O)Cc1cc(=O)n2[nH]c(C)c(C#N)c2n1,0.35,-0.2,-0.0067,-0.42,0%,0.32,1465,-0.9%,nt,nt,-0.5,1400,i,5,1.1,1.8,6.6,i,7
O=C(O)CC(Cc1ccccc1)C(=O)NCC12CC3CC(CC(C3)C1)C2 (stereo unspecified),-0.26,-0.31,-0.026,0.01,-2%,0.05,1168,-6.1%,15,688,0.3,1126,i,47,2.9,2.2,7.0,i,20
Cc1cccc(CCNC(=O)CCCOc2cc(=O)n(C)c3ccccc23)c1,0.56,-0.17,0.55,-0.79,-1%,0.59,1217,-2.1%,5,746,1.2,945,i,59,2.4,3.0,11,i,-3
S=C(NCc1cccnc1)Nc1cccc2ccccc12,1.6,-0.25,0.86,-0.61,2%,0.9,1366,-2.6%,-14,615,-2.3,550,i,49,2.9,1.3,2.8,i,-4
Cc1cc(NC(=O)CN2CCCCC2)n(-c2ccccc2)n1,1.1,-0.31,0.49,-0.71,-8%,0.81,1120,nt,-12,680,0.9,1257,i,24,nt,nt,nt,nt,nt
CCCCc1c(C)c2ccc(OC)c(/C(C)=N\O)c2oc1=O,-0.19,-0.3,-0.021,-0.21,-8%,-0.46,1289,0.9%,nt,nt,0.1,992,i,24,3.4,1.5,5.8,i,12
Cc1ccnc2nc(C(=O)NCCc3ccc(F)cc3)nn12,0.064,-0.36,0.1,0.43,-5%,nt,nt,-1.4%,-6,604,-0.2,1112,i,42,1.8,1.3,9.3,i,-15
CCC(C)NC(=O)c1ccccc1NC(=O)C(C)N(c1ccccc1)S(C)(=O)=O (stereo unspecified),0.51,-0.25,0.27,1.1,31%,nt,nt,0.0%,-1,638,-1.5,1007,i,26,2.6,1.6,2.7,i,29
S=C(NCC1CCCO1)Nc1ccccc1 (stereo unspecified),2.9,0.4,2.8,-3,-4%,-0.25,1547,-0.6%,5,726,-3.0,1005,i,63,1.9,1.7,7.4,i,-4
COc1ccc(Cl)cc1Nc1nc(-c2sc(NC(=O)c3ccccc3)nc2C)cs1,-0.27,-0.22,-0.77,0.99,13%,nt,nt,-0.9%,nt,nt,nt,nt,i,34,24,8.4,18,i,-1
O=C(Cc1n[nH]c(=O)c2ccccc12)NCc1ccccn1,0.98,-0.0097,0.45,0.55,2%,0.02,1238,3.9%,-2,756,-0.2,1155,i,16,3.0,2.5,6.7,i,-7
COC(=O)CSc1nnc(-c2ccc(S(=O)(=O)NCc3cccs3)cc2)o1,-1.3,-0.4,-0.71,1.2,-5%,-0.12,1049,-0.4%,nt,nt,0.9,1166,i,50,4.0,1.3,1.3,i,19
CC1CCCCC1NC(=O)CSc1nncn1N (stereo unspecified),1.2,-0.22,0.83,-0.89,4%,0.79,1401,-0.2%,1,524,0.0,1590,i,51,1.5,0.8,0.4,i,-5
CCOC(=O)C1(C/C(C)=N/NC(N)=O)CC(C)(C)OC1=O (stereo unspecified),-0.59,-0.29,-0.67,1,4%,nt,nt,-1.9%,0,558,1.0,934,i,38,1.7,2.7,1.6,i,6
COc1cc(O)c(C(CC(=O)N2CCN(c3ccccc3)CC2)c2ccc(N(C)C)cc2)c(OC)c1 (stereo unspecified),2,-0.77,0.9,-0.85,7%,nt,nt,nt,14,688,1.3,994,i,45,nt,nt,nt,nt,nt
Cc1cccc(NC(=O)c2ccccc2-c2ccccc2)c1,0.53,-0.32,0.92,-0.86,0%,-0.7,1663,-0.7%,4,671,-2.5,1106,i,62,5.1,3.2,6.0,i,11
CCN(Cc1ccncc1)C(=O)CCc1nnc(CCc2ccc(OC)cc2)o1,-1.1,-0.27,-0.31,0.92,-7%,nt,nt,-0.2%,-16,716,0.4,1082,i,41,2.6,2.3,6.5,i,0
CCCNC(=O)c1ccccc1NS(=O)(=O)c1ccc2c(c1)OCCO2,-0.77,-0.22,-0.41,1.9,-6%,0.57,1315,1.6%,-12,744,3.7,1184,i,61,1.5,2.0,12,i,9
CSCc1nnc(NC(=O)c2ccc(S(=O)(=O)N(C)C)cc2)o1,-0.52,-0.33,-0.32,0.23,-11%,0.18,1282,nt,0,670,-0.6,1051,i,44,3.2,2.9,5.8,i,7
Cc1ccc(NC(=O)CN(C)CC(=O)Nc2cccc(F)c2)cc1S(=O)(=O)N1CCCCCC1,0.0019,-0.3,-0.48,-0.58,-8%,0.26,1222,1.8%,-4,662,-1.0,1078,i,28,2.0,2.7,8.5,i,4
CCOc1ccc(N=C(/C(C(=O)C(=O)N2CCOCC2)=C(\O)c2ccccc2)c2ccccc2)cc1,-0.51,-0.19,-0.61,1.1,-9%,0.24,1251,-3.2%,17,661,-0.4,571,i,53,3.4,3.8,8.0,i,-3
Cc1ccc(SC(C)C(=O)Nc2ccncc2)cc1 (stereo unspecified),-0.023,-0.17,0.17,0.27,10%,-0.47,845,-1.9%,1,768,1.7,1193,i,37,0.9,1.2,8.0,i,-4
CCOc1ccccc1NC(=O)c1cccc(S(=O)(=O)N(Cc2ccccc2)c2ccccc2OC)c1,-0.083,-0.055,0.032,0.82,29%,-0.87,1367,-2.4%,6,716,-2.5,1081,i,35,2.9,2.8,10,i,7

# Arranged by formula weight (low to high): part of the list above
SMILES,Dynein transport,Dynein transport cytoplasmic EGFP,Dynein transport nuclear GR-EGFP,Dynein transport cell count,PhoP inhibition,Ins promoter up,Ins promoter up cell count,ER stress rescue,Lipid droplet,Lipid droplet cells 6.5 µM,bCat nuc transl,bCat nuc transl cell count 5 µM,T cell HTS,T cell HTS vesicle-bound %,MT stabilize HCS,MT stabilize HCS Hoechst-high %,MT stabilize HCS cytotoxicity %,Autophagy mod,Autophagy mod cell loss 18 h
Cc1ccc(SC(C)C(=O)Nc2ccncc2)cc1 (stereo unspecified),-0.023,-0.17,0.17,0.27,10%,-0.47,845,-1.9%,1,768,1.7,1193,i,37,0.9,1.2,8.0,i,-4
CCOc1ccc(N=C(/C(C(=O)C(=O)N2CCOCC2)=C(\O)c2ccccc2)c2ccccc2)cc1,-0.51,-0.19,-0.61,1.1,-9%,0.24,1251,-3.2%,17,661,-0.4,571,i,53,3.4,3.8,8.0,i,-3
COc1cc(O)c(C(CC(=O)N2CCN(c3ccccc3)CC2)c2ccc(N(C)C)cc2)c(OC)c1 (stereo unspecified),2,-0.77,0.9,-0.85,7%,nt,nt,nt,14,688,1.3,994,i,45,nt,nt,nt,nt,nt
